Compound activity: PubChem, several laboratories
HSP90 inh = inhibitors of HSP90 luciferase refolding in rabbit reticulocyte lysate; luciferase refolding luminescence, 3 h; inhibition, % at 5.6 µM; hit rate 0.91% among 290,000; AID 1789;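 active = inhibition above the screen-wide mean plus 3 SD, computed separately per campaign, cut at about 16% in these data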;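 also: 0% = DMSO wells and 100% = 60 µM geldanamycin wells; inhibitors lower the luminescence because luciferase stays unfolded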
KLF5 inh = inhibitors of KLF5 expression. DLD-1 KLF5 promoter-luciferase reporter, luminescence. inhibition, % at 5 µM. hit rate 0.23% among 290,000. AID 1700;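 active = inhibition above a per-plate limit of that plate's mean compound inhibition plus 3 SD, cut at about 60% in these data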;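 also: 0% = DMSO wells and 100% = LY294002 at 200 µM; higher means less KLF5 promoter-driven luciferase light; inactives centre near -14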
HSF1 inhib = HSF1 inhibition. NIH3T3-HGL HSE-luciferase, MG132-induced, luminescence 8 h; active compounds read low. activity change, negative = inhibition, % at 7.5 µM (by protocol). hit rate 0.77% among 300,000;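 active = more than half of replicate wells show activity change below -50%, luminescence cut by over half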;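 also: luciferase reports HSF-1 transcriptional activity via heat shock element; 0% = median of DMSO wells and -100% = zero luminescence signal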
HIF activator = HIF pathway transcriptional activation; hit rate 0.32% among 300,000; AID 1910; activation, % at 7.5 µM (by protocol); U2OS HRE-luciferase reporter, luminescence; normalized: DMSO 0%, desferrioxamine 100%;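 active = mean activation of at least 10% of the iron chelator positive control signal, with at least half of replicates also reaching 10%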
aSyn UTR inh = 5' untranslated region of α-synuclein, MLPCN primary screen | alpha-synuclein 5'UTR reporter, inhibitor activity | inhibition, % (tested at 7.5 µM) | hit rate 0.82% among 300,000; in the data active = inhibition above about 60%;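 also: H4 neuroglioblastoma cells stably carrying SNCA 5'UTR luciferase fusion; 0% = DMSO wells and 100% = positive control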
IEC-6 tox = IEC-6 cytotoxicity, counter-screen for KLF5 inhibitors. inhibition, % at 5 µM. luminescence viability. hit rate 0.78% among 290,000; in the data active = inhibition above about 22%;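 also: 0% = plate median of test compound wells and 100% = cytotoxic reference compound wells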
AI-2 QS modul = modulators of Vibrio harveyi AI-2 quorum sensing system. Vibrio harveyi JMH597 AI-2 luminescence/OD600 ratio, 9 h; active compounds read low; strain lacks LuxN and CqsS sensors; 0 = neutral-control median. activity change, % at 7.5 µM. hit rate 0.4% among 300,000; in the data active = activity change below about -75%, passing the limit was not always enough;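 also: luminescence divided by OD600 gain over 9 h not by final OD600 alone; inactives centre near 13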
HSF1 activator = increases HSF-1 driven luciferase reporter signal. NIH3T3-HGL HSF-1 luciferase reporter, MG132, 8 h; 100% = twice DMSO control signal. activation, % at 9 µM. hit rate 1.7% among 300,000. AID 504408;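 active = mean replicate activation of at least 50% with a set share of replicates each reaching 50%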;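 also: 0% = median of the neutral control wells and 100% = twice that signal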
GSK3B inh = blocks human GSK3beta kinase activity; P49841; GST-GSK3beta kinase, ADP-Glo luminescence, 60 min; active compounds read low; activity score (negative = inhibition), % at 10 µM; hit rate 0.038% among 300,000; AID 2097;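 active = more than half of replicate wells score below -50%, meaning over 50% inhibition versus plate controls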;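 also: 0% = median DMSO wells and -100% = median GW8510 positive control wells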
Target sequence (P49841 whole entry, looked up): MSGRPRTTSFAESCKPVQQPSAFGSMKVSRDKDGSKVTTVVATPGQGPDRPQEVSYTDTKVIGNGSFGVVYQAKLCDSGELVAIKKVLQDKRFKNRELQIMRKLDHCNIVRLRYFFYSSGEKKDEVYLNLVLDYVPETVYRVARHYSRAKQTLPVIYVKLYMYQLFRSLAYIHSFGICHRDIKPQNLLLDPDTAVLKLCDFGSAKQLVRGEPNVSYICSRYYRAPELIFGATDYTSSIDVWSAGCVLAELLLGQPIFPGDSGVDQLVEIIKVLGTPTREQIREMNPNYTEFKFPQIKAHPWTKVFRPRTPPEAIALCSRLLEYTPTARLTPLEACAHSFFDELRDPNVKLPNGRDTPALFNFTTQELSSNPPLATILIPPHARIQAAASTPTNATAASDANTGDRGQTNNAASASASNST
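test system = GST-tagged human GSK3beta kinase, cell-free | reagent = 25 µM ATP with peptide substrate | dosing = one dose of 10 µM per compound | schedule = 60 min reaction, RT | detection = luminescent ADP-Glo measurement of ADP formed | control set = DMSO neutral wells and GW8510 at 20 µM as positive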
GSK3A inh = inhibitors of human GSK-3 alpha kinase; inhibition, % at 10 µM; ADP-Glo luminescence, 60 min; P49840; hit rate 0.1% among 320,000;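 in the data active = inhibition above about 50%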;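 also: GST-tagged GSK-3 alpha with peptide substrate and 25 µM ATP; 0% = DMSO neutral wells and 100% = GW8510 positive control wells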
Target sequence (P49840 whole entry, looked up): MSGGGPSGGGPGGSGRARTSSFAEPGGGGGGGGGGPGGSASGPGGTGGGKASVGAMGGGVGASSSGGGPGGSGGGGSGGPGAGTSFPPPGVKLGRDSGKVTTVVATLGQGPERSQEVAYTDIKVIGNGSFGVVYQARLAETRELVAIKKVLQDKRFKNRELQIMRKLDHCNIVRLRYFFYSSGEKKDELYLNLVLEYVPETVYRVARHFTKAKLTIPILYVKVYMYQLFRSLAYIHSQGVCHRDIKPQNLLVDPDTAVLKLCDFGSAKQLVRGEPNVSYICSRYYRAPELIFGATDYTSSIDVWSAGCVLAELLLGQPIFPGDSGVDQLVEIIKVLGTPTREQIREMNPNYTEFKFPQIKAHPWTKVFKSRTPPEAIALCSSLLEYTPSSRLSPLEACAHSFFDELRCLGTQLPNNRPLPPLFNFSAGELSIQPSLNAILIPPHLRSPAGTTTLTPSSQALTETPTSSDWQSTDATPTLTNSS
The depositor's hits bear a star.

For COc1ccc(OC)c(NC(=O)C2=C(C)Nc3ncnn3C2c2cccs2)c1 (stereo unspecified) the results were HSP90 inh 3, KLF5 inh 9, HSF1 inhib -6, HIF activator -0.2, aSyn UTR inh -8, IEC-6 tox -1, AI-2 QS modul -12, HSF1 activator 0, GSK3B inh -5 and GSK3A inh 4.
For CC(C)c1ccc2nc(SCC(=O)NCC3CCCO3)c(C#N)cc2c1 (stereo unspecified) the results were HSP90 inh 1, KLF5 inh -43, HSF1 inhib 3, HIF activator 1.6, aSyn UTR inh -143, IEC-6 tox -2, AI-2 QS modul 28, HSF1 activator -14, GSK3B inh 3 and GSK3A inh 0.
Screening COc1cccc(Nc2nc3ccccc3n2C(C)C)c1 returned HSP90 inh -3, KLF5 inh -16, HSF1 inhib 5, HIF activator 0.3, aSyn UTR inh 25, IEC-6 tox -6, AI-2 QS modul 20, HSF1 activator -10, GSK3B inh -26 and GSK3A inh -4.
For C/C(=N\NC(=O)Nc1ccccc1)c1ccccc1 the results were HSP90 inh 4, KLF5 inh -32, HSF1 inhib -1, HIF activator -0.5, aSyn UTR inh -80, IEC-6 tox -7, AI-2 QS modul 18, HSF1 activator 1, GSK3B inh -2 and GSK3A inh -3.
For COc1ccc(C2(C(=O)NCCCN(C)C)CCOCC2)cc1 the results were HSP90 inh 0, KLF5 inh -12, HSF1 inhib -4, HIF activator 0.1, aSyn UTR inh 11, IEC-6 tox -2, AI-2 QS modul 7, HSF1 activator 10, GSK3B inh 0 and GSK3A inh -1.
O=C(Nc1cccnc1Cl)c1noc2c1CCc1ccccc1-2 was read as HSP90 inh 3, KLF5 inh -2, HSF1 inhib 14, HIF activator 1.9, aSyn UTR inh -124, IEC-6 tox 6, AI-2 QS modul 13, HSF1 activator 20, GSK3B inh 0 and GSK3A inh -2.
`CCc1ccc(NC(=O)C(=S)NC2CCCCC2)cc1` gave HSP90 inh -3, KLF5 inh -19, HSF1 inhib 4, HIF activator 3.7, aSyn UTR inh -177, IEC-6 tox 4, AI-2 QS modul 5, HSF1 activator 33, GSK3B inh -1 and GSK3A inh -1.
COc1ccc(S(=O)(=O)N2CCCCCC2)cc1C(=O)OCC(=O)NCC(C)C was read as HSP90 inh 8, KLF5 inh -30, HSF1 inhib -6, HIF activator -2.5, aSyn UTR inh -6, IEC-6 tox 3, AI-2 QS modul 26, HSF1 activator 7, GSK3B inh 1 and GSK3A inh 0.
Screening CC(C)CC(=O)Nc1nnc(S(=O)(=O)Nc2ccccc2)s1 returned HSP90 inh -1, KLF5 inh 0, HSF1 inhib -2, HIF activator -3.9, aSyn UTR inh 3, IEC-6 tox -6, AI-2 QS modul 9, HSF1 activator 23, GSK3B inh -4 and GSK3A inh 0.
`FC(F)(F)c1cccc(Cn2cnc(NC(=S)NCCc3ccccc3)n2)c1` gave HSP90 inh -2, KLF5 inh -23, HSF1 inhib 2, HIF activator 0.8, aSyn UTR inh 13, IEC-6 tox 0, AI-2 QS modul 22, HSF1 activator 7, GSK3B inh 2 and GSK3A inh 0.
COc1ccc(CCNC(=O)CN2C(=O)c3ccccc3S2(=O)=O)cc1 was read as HSP90 inh 4, KLF5 inh 15, HSF1 inhib 0, HIF activator -0.9, aSyn UTR inh 12, IEC-6 tox 5, AI-2 QS modul 11, HSF1 activator -19, GSK3B inh 3 and GSK3A inh 0.
For Cc1ccc(-c2nc(CS(=O)CC(=O)NCc3ccco3)c(C)o2)cc1 (stereo unspecified) the results were HSP90 inh -5, KLF5 inh 9, HSF1 inhib -6, HIF activator -0.1, aSyn UTR inh 7, IEC-6 tox -2, HSF1 activator -5, GSK3B inh 0 and GSK3A inh 0.
For CCOC(=O)c1cncc(O)c1 the results were HSP90 inh 5, KLF5 inh -18, HSF1 inhib 0, HIF activator -0.5, aSyn UTR inh -1, IEC-6 tox 10, AI-2 QS modul 29, HSF1 activator 4, GSK3B inh 1 and GSK3A inh -1.
For Cc1[nH]c2ccccc2c1CC(=O)O the results were HSP90 inh 11, KLF5 inh -16, HSF1 inhib 1, HIF activator 0.2, aSyn UTR inh -20, IEC-6 tox -2, AI-2 QS modul 10, HSF1 activator 5, GSK3B inh 3 and GSK3A inh 1.
Screening Cc1ccc(NS(=O)(=O)c2cccc(C(=O)N3CCOCC3)c2)cc1 returned HSP90 inh 2, KLF5 inh -23, HSF1 inhib 4, HIF activator -0.2, aSyn UTR inh 19, IEC-6 tox -1, AI-2 QS modul 3, HSF1 activator -20, GSK3B inh 3 and GSK3A inh 1.
For CCOC(=O)c1c(NC(=O)c2ccccc2C)sc2c1CC(C)(C)OC2 the results were HSP90 inh -4, KLF5 inh 5, HSF1 inhib -10, HIF activator 0.2, aSyn UTR inh 0, IEC-6 tox -1, AI-2 QS modul 28, HSF1 activator -1, GSK3B inh 5 and GSK3A inh 0.
For COC(=O)c1sc2ncccc2c1OCc1cccc(Cl)c1 the results were HSP90 inh -4, KLF5 inh -20, HSF1 inhib 10, HIF activator 0.2, aSyn UTR inh -5, IEC-6 tox -3, AI-2 QS modul 6, HSF1 activator 26, GSK3B inh 4 and GSK3A inh 0.
O=C(CN1C(=O)c2ccccc2C1=O)N1CCN(C(=O)c2ccco2)CC1 was read as HSP90 inh 2, KLF5 inh -12, HSF1 inhib 5, HIF activator 0.3, aSyn UTR inh 8, IEC-6 tox 0, AI-2 QS modul 16, HSF1 activator 17, GSK3B inh 0 and GSK3A inh -5.
Screening CCOC(=O)C1C(=O)NC(N2CCOCC2)=NC1C(C)C (stereo unspecified) returned HSP90 inh -2, KLF5 inh -17, HSF1 inhib -3, HIF activator -0.6, aSyn UTR inh 4, IEC-6 tox 0, AI-2 QS modul 16, HSF1 activator -13, GSK3B inh -20 and GSK3A inh -1.
Screening NC(=O)c1ccsc1NC(=O)COC(=O)CCOc1ccccc1 returned HSP90 inh -4, KLF5 inh -14, aSyn UTR inh 4, IEC-6 tox -2, AI-2 QS modul 19, GSK3B inh -1 and GSK3A inh 2.
For CN(C1CC(C)(C)N(O)C(C)(C)C1)S(=O)(=O)CC12CCC(CC1=O)C2(C)C (stereo unspecified) the results were HSP90 inh -4, KLF5 inh -9, HSF1 inhib 2, HIF activator 0.0, aSyn UTR inh 10, IEC-6 tox -6, AI-2 QS modul 3, HSF1 activator 10, GSK3B inh 2 and GSK3A inh 2.
For COc1ccc(C(=O)N/C(=C\c2cccs2)c2nc3ccccc3[nH]2)cc1OC the results were HSP90 inh -1, KLF5 inh -16, HSF1 inhib -60*, HIF activator 0.2, aSyn UTR inh 14, IEC-6 tox 2, AI-2 QS modul 11, HSF1 activator -70, GSK3B inh -3 and GSK3A inh -1.
CCn1cc(C(=O)NC(C)C23CC4CC(CC(C4)C2)C3)cn1 (stereo unspecified) was read as HSP90 inh 0, KLF5 inh -17, HSF1 inhib 0, HIF activator 0.2, aSyn UTR inh 20, IEC-6 tox -9, AI-2 QS modul 4, HSF1 activator 7, GSK3B inh 2 and GSK3A inh -3.
CC(C)(C)c1ccc(S(=O)(=O)n2c(CN3CCOCC3)nc3ccccc32)cc1 was read as HSP90 inh -1, KLF5 inh -30, HSF1 inhib -1, HIF activator 0.1, aSyn UTR inh 16, IEC-6 tox -3, AI-2 QS modul 10, HSF1 activator 7, GSK3B inh 2 and GSK3A inh -2.
`COc1ccc(C2/C(=C(/O)c3ccccc3)C(=O)C(=O)N2CO)cc1` (stereo unspecified) gave HSP90 inh 0, KLF5 inh -21, HSF1 inhib -5, HIF activator 0.1, aSyn UTR inh 6, IEC-6 tox -3, AI-2 QS modul 4, HSF1 activator -2, GSK3B inh 4 and GSK3A inh 2.
CC1(C)CC(=O)N(CC(=O)NCc2ccccc2)c2ccccc2S1(=O)=O was read as HSP90 inh -1, KLF5 inh 1, HSF1 inhib -1, HIF activator -0.4, aSyn UTR inh 11, IEC-6 tox 4, AI-2 QS modul 28, HSF1 activator -7, GSK3B inh 6 and GSK3A inh 4.

Retrieved by compound from the list above:
For COc1ccc(C(=O)N/C(=C\c2cccs2)c2nc3ccccc3[nH]2)cc1OC the results were HSP90 inh -1, KLF5 inh -16, HSF1 inhib -60*, HIF activator 0.2, aSyn UTR inh 14, IEC-6 tox 2, AI-2 QS modul 11, HSF1 activator -70, GSK3B inh -3 and GSK3A inh -1.
CC(C)(C)c1ccc(S(=O)(=O)n2c(CN3CCOCC3)nc3ccccc32)cc1 was read as HSP90 inh -1, KLF5 inh -30, HSF1 inhib -1, HIF activator 0.1, aSyn UTR inh 16, IEC-6 tox -3, AI-2 QS modul 10, HSF1 activator 7, GSK3B inh 2 and GSK3A inh -2.
CCn1cc(C(=O)NC(C)C23CC4CC(CC(C4)C2)C3)cn1 (stereo unspecified) was read as HSP90 inh 0, KLF5 inh -17, HSF1 inhib 0, HIF activator 0.2, aSyn UTR inh 20, IEC-6 tox -9, AI-2 QS modul 4, HSF1 activator 7, GSK3B inh 2 and GSK3A inh -3.
`COc1ccc(C2/C(=C(/O)c3ccccc3)C(=O)C(=O)N2CO)cc1` (stereo unspecified) gave HSP90 inh 0, KLF5 inh -21, HSF1 inhib -5, HIF activator 0.1, aSyn UTR inh 6, IEC-6 tox -3, AI-2 QS modul 4, HSF1 activator -2, GSK3B inh 4 and GSK3A inh 2.
CC1(C)CC(=O)N(CC(=O)NCc2ccccc2)c2ccccc2S1(=O)=O was read as HSP90 inh -1, KLF5 inh 1, HSF1 inhib -1, HIF activator -0.4, aSyn UTR inh 11, IEC-6 tox 4, AI-2 QS modul 28, HSF1 activator -7, GSK3B inh 6 and GSK3A inh 4.
